14-3-3 PPI – modulators of human 14-3-3 gamma - Raf peptide interaction; P61981; FP, 14-3-3gamma / TMR-pS259-Raf peptide binding; inhibition, % at 40 µM; 160,000 compounds, 0.19% hits; AID 422; in the data active means inhibition above about 30%;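 further: 0% = protein plus tracer without compound and 100% = blank with tracer alone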
Target sequence (P61981 whole entry, looked up): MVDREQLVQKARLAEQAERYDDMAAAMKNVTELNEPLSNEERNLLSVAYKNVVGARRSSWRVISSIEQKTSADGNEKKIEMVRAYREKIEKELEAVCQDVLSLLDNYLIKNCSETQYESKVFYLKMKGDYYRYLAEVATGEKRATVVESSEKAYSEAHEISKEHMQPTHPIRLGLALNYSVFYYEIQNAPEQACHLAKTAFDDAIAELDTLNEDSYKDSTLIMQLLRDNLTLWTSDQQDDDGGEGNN
The depositor's hits bear a star; & = joins results of further samples. The list is partial; count on the stated rates, not on these rows.

#	structure	14-3-3 PPI
1	Cc1ccc(N(CC2=NCCN2)c2cccc(O)c2)cc1	-26.4&5.0&-4.7&1.8
2	O=C(O)C(Br)C12CC3CC(CC(O)(C3)C1)C2 (stereo not given)	-3.2
3	CNCCCN1c2ccccc2CCc2ccccc21	-3.4&-3.5&-1.2
4	C1COC(NC(C2CC2)C2CC2)=N1	1.4&-4.5
5	Oc1ccc(C2CNCCc3c2cc(O)c(O)c3Cl)cc1 (stereo not given)	-5.4
6	O=C1OC(Nc2ccc(S(=O)(=O)Nc3ccccn3)cc2)c2ccccc21 (stereo not given)	4.0
7	Nc1ccc(O)c(-c2nc3ccccc3[nH]2)c1	-24.1
8	NOCC(=O)O	-2.5
9	Cc1c(Cn2ccnc2)c2ccccc2n1CCC(=O)O	-3.4
10	CN(C)CCCC1(c2ccc(F)cc2)OCc2cc(C#N)ccc21 (stereo not given)	2.6&-4.7

Down the list, quoted from above.
14-3-3 PPI for entries 3 to 9: -3.4&-3.5&-1.2, 1.4&-4.5, -5.4, 4.0, -24.1, -2.5, -3.4

Back to the main list, repeating the four entries before the break.
#	structure	14-3-3 PPI
7	Nc1ccc(O)c(-c2nc3ccccc3[nH]2)c1	-24.1
8	NOCC(=O)O	-2.5
9	Cc1c(Cn2ccnc2)c2ccccc2n1CCC(=O)O	-3.4
10	CN(C)CCCC1(c2ccc(F)cc2)OCc2cc(C#N)ccc21 (stereo not given)	2.6&-4.7
11	CCn1cc(C(=O)O)c(=O)c2cnc(N3CCNCC3)nc21	1.4
12	CCCCCC(=O)O[C@]1(C(C)=O)CC[C@H]2[C@@H]3CCC4=CC(=O)CC[C@]4(C)[C@H]3CC[C@@]21C	2.6
13	COc1ccc(-n2c(SCC#N)nc3sc4c(c3c2=O)CCCC4)cc1	-43.2
14	O=C(O)c1cccnc1Nc1cccc(C(F)(F)F)c1	-1.1&0.7
15	CC(=O)CCCCn1c(=O)c2c(ncn2C)n(C)c1=O	2.1&0.7
16	CCOC(=O)C(Cc1c(C)[nH]c2ccccc12)C(=O)OCC	-6.8
17	CC12CC3CC(C)(C1)CC(N)(C3)C2	-3.1&6.9
18	Cc1ccc(=O)n(-c2ccccc2)c1	2.8
19	CCN(CC)CCOC(=O)c1ccc(N)cc1	5.9
20	COc1ccc(C2CNC(=O)C2)cc1OC1CCCC1 (stereo not given)	0.2&-3.5

From entry 17 to 20, as listed above:
#	structure	14-3-3 PPI
17	CC12CC3CC(C)(C1)CC(N)(C3)C2	-3.1&6.9
18	Cc1ccc(=O)n(-c2ccccc2)c1	2.8
19	CCN(CC)CCOC(=O)c1ccc(N)cc1	5.9
20	COc1ccc(C2CNC(=O)C2)cc1OC1CCCC1 (stereo not given)	0.2&-3.5

Other structures
#	structure	14-3-3 PPI
21	CCCCNc1ccc(C(=O)OCCN(C)C)cc1	1.8
22	CC1(c2ccccc2)CC(C)(C)N(C(=O)CN2CCOCC2)c2ccccc21 (stereo not given)	8.2
23	CN1CCCN=C1COC(=O)C(O)(c1ccccc1)C1CCCCC1 (stereo not given)	3.7
24	C=C[C@H]1CN2CCC1C[C@@H]2[C@@H](O)c1ccnc2ccc(OC)cc12 (stereo not given in full)	3.9
25	N[C@@H](Cc1c[nH]c2ccc(O)cc12)C(=O)O	-6.4
26	CC1Cc2ccccc2N1NC(=O)c1ccc(Cl)c(S(N)(=O)=O)c1 (stereo not given)	-5.1
27	CCC(NC(C)C)C(O)c1ccc(O)c2[nH]c(=O)ccc12 (stereo not given)	-5.1
28	Cc1cccc2c1NC(=O)C2(c1ccc(O)cc1)c1ccc(O)cc1	-6.1
29	COc1cc2ncnc(Nc3cccc(Cl)c3)c2cc1OC	0.7
30	Cc1ccccc1Nc1c(-c2ccc(N(C)C)cc2)nc2ncccn12	-25.6
